Source: PubChem BioAssay
Runt-CBFb FRET = blocks binding of human RUNX1 Runt domain to CBFb | actives 0.46% (n = 220,000) | inhibition, % at 20 µM | Q01196+Q13951 | Cerulean-Runt/Venus-CBFb FRET ratio 530/480, 1 h;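 active = inhibition over about 50% at 20 µM in the single-dose screen, limit read from the data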;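 note: 0% = DMSO wells and 100% = excess unlabeled CBFb competitor control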
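test system = Cerulean-Runt domain fusion protein, energy donor | probe or stimulus = Venus-CBFb binding partner, 100 nM | incubation = two 1 h room-temperature incubations shielded from light | detection = fluorescence energy transfer, 422 nm excitation, 530/480 nm emission | measure = loss of energy transfer signal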
NPY-Y1 PAM-ag = potentiates or activates human NPY-Y1 receptor; actives 0.37% (n = 220,000); NPY-Y1 expressing cells, potentiator/agonist activation; activation, % at 3.6 µM; in the data active = activation above about 33%, passing the limit was not always enough;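 note: cells stimulated with NPY at EC10 then isoproterenol at EC100; 0% = low agonist plus stimulus and 100% = saturating agonist plus stimulus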
Target sequence (P25929 whole entry, looked up): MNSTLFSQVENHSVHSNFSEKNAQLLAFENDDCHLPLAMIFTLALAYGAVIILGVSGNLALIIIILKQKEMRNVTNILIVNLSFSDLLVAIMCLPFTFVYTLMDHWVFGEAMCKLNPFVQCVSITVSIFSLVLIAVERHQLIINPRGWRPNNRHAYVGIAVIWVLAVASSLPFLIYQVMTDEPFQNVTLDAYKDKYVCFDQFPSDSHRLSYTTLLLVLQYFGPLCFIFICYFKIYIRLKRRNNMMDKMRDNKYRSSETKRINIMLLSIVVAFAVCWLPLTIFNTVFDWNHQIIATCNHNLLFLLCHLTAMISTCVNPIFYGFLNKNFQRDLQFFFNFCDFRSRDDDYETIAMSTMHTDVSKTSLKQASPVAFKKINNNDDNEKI
Ba/F3 V617F tox = loss of viability in JAK2V617F-driven Ba/F3 cells; Ba/F3 EpoR-JAK2V617F viability, ATP luminescence; actives 1.1% (n = 220,000); inhibition, % at 5.6 µM;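 active = inhibition above the campaign mean plus 3 SD over all tested compounds, cut at about 24% in these data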;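 note: cytokine-independent growth of Ba/F3 cells driven by EpoR plus mutant JAK2; 0% = DMSO-treated cells and 100% = JAK inhibitor I control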
BaF3 tox = reduces parental Ba/F3 cell viability, JAK2V617F counter-screen; CellTiter-Glo ATP luminescence; inhibition, % at 5.6 µM; actives 1.1% (n = 220,000); AID 1486;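 active = inhibition above a per-campaign cutoff, the mean inhibition of all tested compounds plus 3 SD, cut at about 27% in these data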;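 note: 0% = DMSO wells and 100% = JAK Inhibitor I control wells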
RBBP9 inhibitor = blocks human serine hydrolase RBBP9; recombinant RBBP9, FP-Rh probe fluorescence polarization; inhibition, % at 7.94 µM; actives 0.2% (n = 220,000); O75884; AID 1515;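 active = inhibition above the campaign mean of all tested compounds plus 3 SD, cut at about 14% in these data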;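 note: plate controls were DMSO wells with RBBP9 for no effect and wells lacking RBBP9 protein for full effect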
Target sequence (O75884 whole entry, looked up): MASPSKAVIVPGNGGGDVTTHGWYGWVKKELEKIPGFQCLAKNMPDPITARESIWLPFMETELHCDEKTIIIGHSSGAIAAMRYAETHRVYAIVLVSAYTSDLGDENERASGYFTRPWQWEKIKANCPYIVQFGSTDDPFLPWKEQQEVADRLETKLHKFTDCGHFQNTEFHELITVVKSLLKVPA
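System: RBBP9 protein / Buffer or medium: Tris/NaCl buffer pH 8.0 with 0.1% Pluronic / Probe or stimulus: Serine-hydrolase probe FP-Rh, 375 nM pre-mixing / Dosing: 7.94 µM single dose, 0.794% DMSO / Times: enzyme-compound preincubation 30 min, then probe labeling 45 min, 25 °C / Technique: fluorescence polarization (mP), excitation 525 nm, emission 598 nm / Replication: singlicate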
S1P4 antag = blocks the human S1P4 receptor. S1P4-expressing cells, antagonist mode, reporter read-out. inhibition, % at 4.98 µM. actives 0.26% (n = 220,000). AID 1510; in the data active = inhibition above about 29%;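 note: 0% = wells stimulated with agonist and 100% = vehicle wells without agonist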
S1P4 ag = agonists of human S1P4 receptor. O95977. S1P4-expressing cell line, agonist reporter assay. activation, % at 4.98 µM. actives 0.35% (n = 220,000). AID 1509; in the data active = activation above about 11%;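 note: 0% = DMSO vehicle and 100% = reference agonist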
NPY Y1 blocker = antagonists of human neuropeptide Y receptor Y1 | P25929 | HEK293-CNG Y1 cells, membrane potential fluorescence; NPY at EC95, then isoproterenol | inhibition, % at 3.6 µM | actives 1% (n = 200,000) | AID 1040;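 active = inhibition above the campaign mean inhibition of all tested compounds plus 3 SD, cut at about 20% in these data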;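 note: 0% = DMSO wells given NPY plus isoproterenol and 100% = isoproterenol alone without NPY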
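Assay system: HEK293 cells with Y1 receptor plus CNG channel | Probe or stimulus: NPY (25 nM), isoproterenol (1 µM), Ro 20-1724 (25 µM) | Timing: Compound incubation 1 h at room temperature, readout 45 min post-stimulation | Measured by: Membrane-potential fluorescent dye readout | Benchmarks: High control isoproterenol alone, low control NPY with isoproterenol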
NPY-Y2 PAM-ag = human NPY-Y2 potentiation or agonism, primary screen; P49146; cells expressing NPY-Y2, potentiator/agonist read-out; activation, % at 3.6 µM; actives 0.45% (n = 220,000); in the data active = activation above about 27%;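 note: cells stimulated with NPY near EC25 plus isoproterenol at EC100; 0% = vehicle plus submaximal agonist and 100% = vehicle plus saturating agonist; some results beyond the cut were filed as inactive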
Target sequence (P49146 whole entry, looked up): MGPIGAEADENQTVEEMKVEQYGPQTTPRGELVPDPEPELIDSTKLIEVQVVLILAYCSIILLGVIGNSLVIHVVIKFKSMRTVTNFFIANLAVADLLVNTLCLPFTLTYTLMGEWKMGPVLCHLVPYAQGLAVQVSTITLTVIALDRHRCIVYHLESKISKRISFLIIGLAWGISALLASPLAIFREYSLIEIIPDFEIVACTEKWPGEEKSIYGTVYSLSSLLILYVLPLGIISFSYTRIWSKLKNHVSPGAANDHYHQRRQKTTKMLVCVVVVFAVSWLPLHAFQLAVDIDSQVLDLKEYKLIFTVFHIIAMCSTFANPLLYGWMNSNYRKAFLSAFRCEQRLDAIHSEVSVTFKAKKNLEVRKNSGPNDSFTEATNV
Starred values were filed as active, the others as inactive; nt = not tested or not shown.

Below each SMILES: Runt-CBFb FRET, NPY-Y1 PAM-ag, Ba/F3 V617F tox, BaF3 tox, RBBP9 inhibitor, S1P4 antag, S1P4 ag, NPY Y1 blocker, NPY-Y2 PAM-ag
O=C(CCC(=O)NNC(=O)c1ccc([N+](=O)[O-])cc1)NCc1ccccc1
→ 3.1, 7.0, -0.4, 2.8, -1.9, -13.6, 1.9, 2.5, 0.3
CCOC(=O)N1CCN(C(=O)CN(c2ccc(Oc3ccccc3)cc2)S(C)(=O)=O)CC1
→ -3.5, -22.4, -2.1, 34.1*, -6.2, 7.4, -0.4, -3.5, -14.2
CCOC(=O)N1CCN(C(=O)/C=C/c2c(C)nn(-c3ccc(F)cc3)c2Cl)CC1
→ -6.7, -12.5, 2.0, 2.9, -4.0, -4.1, 0.6, 0.2, -1.5
N#Cc1nc(-c2cccs2)oc1N1CCN(Cc2ccccc2)CC1
→ -0.8, -43.7, -1.0, 3.3, -7.3, -34.8, 1.9, -0.4, -11.2
COc1ccccc1CNc1nc2nc(C)c(C)c(=O)n2[nH]1
→ -2.1, -0.6, -0.5, -1.5, -8.3, -0.6, 1.5, 2.3, 0.8
O=C(O)c1ccc(COc2ccccc2/C=C2/NC(=O)N(c3cccc(Cl)c3)C2=O)cc1
→ 1.0, -9.5, -3.5, -0.5, 2.5, -10.9, 0.8, -5.3, 4.7
CC(=O)c1sc(Nc2ccccn2)nc1C
→ -1.8, 35.3, -1.5, 6.1, 11.7, -7.9, -3.1, -11.3, 31.7
Cc1cccc(Nc2c([N+](=O)[O-])c(=O)oc3ccccc23)c1
→ 0.6, 8.4, -3.1, 6.7, -7.8, -5.2, -1.0, nt, -4.2
CCc1cccc2c(C(=O)CSc3nnc(-c4ccoc4C)n3C)c[nH]c12
→ -0.2, 8.6, -2.1, 0.7, 4.9, 4.2, 0.7, -1.1, -1.9
COC(=O)c1cc(=O)n(-c2ccc(F)cc2)c(=Nc2ccc(F)cc2)s1
→ -1.7, -0.9, -6.6, 5.9, 2.4, 29.3*, 4.2, 3.7, 4.6
Cc1ccc(/C=N/Nc2ccc(C(=O)O)cc2)s1
→ 5.6, -20.3, 5.8, 2.8, -0.9, -29.6, 0.6, 6.9, -3.3
CC(C)(C)OC(=O)C1C(=O)CC(C)(O)C(C(=O)OC(C)(C)C)C1c1cccnc1 (centres undefined)
→ 0.1, 3.9, -1.5, 5.4, 7.8, 1.2, 0.5, -1.2, -0.9
CCOc1ccc(/C=N/NC(=O)Cc2csc(Nc3cccc(C(F)(F)F)c3)n2)cc1
→ 3.6, 14.7, -2.5, -1.1, -1.1, 2.3, 0.8, -6.4, -16.0
O=S1(=O)N=C(N(CCO)/N=C/C=C/c2ccccc2)c2ccccc21
→ 0.9, -11.0, -1.3, 2.7, -1.0, -11.4, 0.2, -2.3, 2.3
C=C(C)CNC(=S)NNC(=O)c1ccco1
→ -0.4, 17.6, 1.5, 6.1, -5.4, 13.9, 2.5, 0.4, -11.6
O=C1CCc2cc(S(=O)(=O)N3CCCC3C(=O)NC3CCCCCCC3)ccc2N1 (centres undefined)
→ -0.6, -4.1, -1.2, 6.8, -6.5, -31.3, 0.0, 6.6, -5.7
O=C(CN(Cc1cccs1)C(=O)CCC(=O)Nc1ccccn1)NCc1ccccc1
→ -1.3, -0.9, -3.5, -2.5, -6.3, -8.2, 0.2, -1.8, 3.4
O=C(NC1CCN(C(=S)NCc2ccco2)CC1)C1CCCCC1
→ 24.6, -7.5, -0.8, 7.2, -4.0, -18.8, 0.4, 3.2, 9.2
COCCCN(CC(=O)O)S(=O)(=O)c1cccc(Cl)c1
→ -2.3, 23.7, 3.0, 9.1, -10.3, -3.3, -0.9, 4.4, -9.8
COc1cc(NC(=O)CSc2ncccc2C(=O)OC(C)C)cc(OC)c1
→ -1.0, -28.9, -3.8, 2.6, -1.3, -4.6, -1.4, 3.3, -2.4
CCOC(=O)c1sc(NC(=O)CSc2ncn[nH]2)c(C#N)c1C
→ -0.2, 0.2, 0.9, 7.7, -0.6, -7.0, 2.0, -1.5, 0.1
Cc1cc(C)n(-c2nc3ccccc3c(=O)n2OCC(=O)N(C)C)n1
→ -0.2, 1.0, -0.7, 4.5, -6.7, 3.8, 0.4, 2.6, -2.6
COc1ccccc1Nc1ncnc2nc[nH]c12
→ 0.3, 5.9, -3.4, 0.5, -6.3, 6.4, 0.8, 0.3, -10.1
O=C(c1cccc(F)c1)N1CCC(N2CCOCC2)CC1
→ -0.8, -14.5, -3.2, 2.4, -2.0, 0.8, -0.7, 1.8, 13.1
c1ccc(C2=NN(c3ccccc3)CC2)cc1
→ 1.9, -7.2, 3.0, 1.5, -11.6, -11.4, 6.9, nt, -10.8
O=S(=O)(c1ccc(NC(=S)NN=C2CCCCC2)cc1)N1CCOCC1
→ 5.5, -8.8, 1.8, 6.2, -2.4, -26.2, 0.5, -0.2, 0.5
Cc1ccc(Cn2ncn3c(cc4ccccc43)c2=O)cc1
→ -0.9, 14.7, -3.7, 4.2, -2.3, 3.0, 0.2, 7.3, 7.7
Cc1cc(C)n2c(=S)[nH]nc2n1
→ 11.0, 2.8, -1.2, 2.1, 12.6, -6.4, 1.2, 2.5, 4.4
O=C(NN(CC(O)COc1ccccc1)CC(O)COc1ccccc1)c1ccccc1 (centres undefined)
→ 0.7, -3.9, -1.9, 0.3, -11.9, -20.2, -0.1, nt, -14.3
CCCc1nnc(NC(=O)CCCN2C(=O)c3ccccc3C2=O)s1
→ 3.0, -1.7, -1.8, -0.8, 5.4, -17.5, 2.8, 4.9, -2.4
C/C(=N\NC(=S)NC(C)C)c1ccc(C(C)(C)C)cc1
→ -0.7, -3.8, 1.8, 1.9, -2.4, -8.6, -1.2, 10.4, -2.3
O=C1CC2(CON=C2c2ccc(F)cc2)C(=O)N1c1ccc(F)cc1 (centres undefined)
→ -1.8, -7.2, 2.2, 10.5, -0.7, -1.3, 0.5, 5.6, -20.4
CSc1ccc(/C=N/N2CCN(Cc3ccc(C)cc3C)CC2)cc1
→ -0.5, 4.4, -1.5, 3.8, -10.9, -15.0, -0.4, -1.5, 4.0
COC(=O)[C@H]1[C@H](C(=O)OC)[C@@H](C(=O)OC)N(c2ccc(OC)cc2)[C@@H]1C(=O)OC
→ -2.2, -8.6, -3.4, 0.0, -8.3, -6.7, 2.4, 4.7, 5.1
CC(C)c1ccc(C2=C(O)c3ccccc3C(=O)C2=O)cc1
→ -2.0, -9.0, -2.1, 4.1, 3.4, -6.2, 0.5, 2.8, 6.6
COc1ccc(CSc2nnc(C)n2N)cc1[N+](=O)[O-]
→ 0.0, -18.5, -5.2, 1.4, -3.9, -11.7, -1.5, 2.7, 3.9
O=C(NO)C1CC2C=CC1C2 (centres undefined)
→ 0.7, -4.1, 0.1, 2.5, -1.8, 17.7, -0.8, -5.2, -6.0
COc1ccc(CC(=O)Nc2ccc(C(=O)NC(C)(C)C)cc2)cc1
→ 0.6, -2.0, -2.5, -0.4, -4.5, -4.2, 0.3, -2.7, 1.9
CC(=O)NC(Cc1ccccc1)C(=O)OCC(=O)c1ccc(Cl)cc1 (centres undefined)
→ -2.7, -0.3, -2.9, 4.4, -4.4, -27.4, 2.8, -6.5, 0.2
CC(=O)C1=C(O)C(=O)N(CCCN2CCOCC2)C1c1ccccc1[N+](=O)[O-] (centres undefined)
→ 5.9, 3.4, -0.8, -8.7, 1.5, -3.0, -0.3, nt, -26.1
CC(=O)N[C@@H](C)C(=O)OC(C)C(=O)Nc1cccc([N+](=O)[O-])c1 (some centres undefined)
→ -0.2, 7.8, -2.1, 4.4, -6.1, 0.8, 0.0, 0.9, 8.6
Cc1ccc(-n2ncc3c(=O)n(CC(=O)N4CCN(c5ccccc5)CC4)cnc32)cc1C
→ -3.4, 8.8, -3.6, -0.4, -7.9, 2.6, 1.7, 1.7, 12.1
CCCCn1c(SCC(=O)NNC(=O)c2ccco2)nnc1-c1ccco1
→ 1.1, 11.5, -3.0, 0.6, 1.5, -29.9, -0.4, -6.5, 9.9
Cc1ccccc1NC1=C(Cl)C(=O)N(C2CCCCC2)C1=O
→ -2.3, -13.9, -1.3, 4.8, -8.0, -10.3, 1.0, 22.0*, 7.3
CSc1ncc(CN2CCN(C3CCCC3)C(CCO)C2)cn1 (centres undefined)
→ -1.0, 17.4, 1.7, 2.8, 3.3, -7.0, 0.6, -2.8, 12.1
CC(=O)N(/N=C1\Sc2ccccc2C1=O)c1ccccc1C
→ nt, -7.5, 0.0, 5.5, -4.1, 5.0, 1.5, 7.2, -28.1
O=C(Nc1ncn[nH]1)c1ccc(Cl)cc1Cl
→ -0.7, 12.0, -1.6, 4.5, -4.6, 19.2, -0.8, -4.2, -2.9
COc1ccc(CC(NC(C)=O)C(=O)NC2CCN(c3c4c(nc5ncnn35)CCC4)CC2)cc1 (centres undefined)
→ -0.2, 3.9, 0.3, 6.6, -8.2, -27.6, -0.1, 1.2, 2.0
O=C(COC(=O)Cn1c(C(F)(F)F)nc2ccccc21)Nc1ccc2c(c1)OCCO2
→ -0.1, 2.6, 3.6, 6.6, 8.3, -3.1, 2.0, -0.7, -8.5
CCCOC(=O)CN1C(=O)c2ccc(C(=O)OCCC)cc2C1=O
→ -2.7, -50.7, 0.8, 2.7, -5.7, -15.3, 1.6, 9.7, 1.9
OCC(O)/C=N/Nc1nc2ccccc2s1 (centres undefined)
→ 0.8, -7.2, -4.5, -0.2, -0.6, -17.8, 2.4, 3.8, 6.3
O=C(Oc1cccc(N2C(=O)CCC2=O)c1)C1CC(=O)N(c2ccc(F)cc2)C1 (centres undefined)
→ -1.6, 6.5, -0.1, 2.7, 2.0, -6.3, 0.1, -3.7, 4.6
